# FUS yeast rescue – FUS proteinopathy suppression in yeast; S. cerevisiae FUS-expressing, growth rescue, OD600, 24 h; Potency, µM (doses to about 76.6 µM), for inactives: top-dose growth rescue (activation), most hits filed as activators; 0.24% of 390,000 active;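 note: potency is the fitted concentration of half-maximal effect; plate controls were DMSO vehicle for no effect and reference control for full effect; nearly all actives have a fitted effect of over 55% in size; some results filed as inactive show a strong effect at the top dose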
#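 S. cerevisiae expressing FUS from galactose induction served as the toxicity model. Growth after 24hr at 30C, read as absorbance at 600 nm, indicates suppression of toxicity; compounds dosed at several concentrations.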
# Abeta rescue – restores growth of yeast expressing A-beta42 peptide; yeast expressing A-beta42, growth rescue, OD600, 48 h; response scale: 0% DMSO, 100% iron-clioquinol control; Potency, µM (series often up to 46.1 µM), for inactives: at the top dose growth rescue, actives largely listed as activators; 0.063% of 410,000 active; note: potency is the fitted concentration of half-maximal effect; nearly all actives have a fitted effect of over 55% in size
#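 Yeast A-beta toxicity model in growth medium with pinned compounds, 48 h at 30 C; growth read as absorbance at 600 nm. Normalized to FeCl3/clioquinol equimolar mix (positive) and DMSO (negative).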
# EPAC2 antagonist – EPAC2 (human) antagonism | 0.18% of 360,000 active | AID 720708 | Q8WZA2 | EPAC2 GEF exchange of Rap1B-BODIPY-GDP, fluorescence | Potency, µM (series often up to 114 µM), for the others: at the top dose activity, negative = inhibition, actives largely listed as inhibitors; note: potency is the fitted concentration of half-maximal effect; % is set by controls: 0 for no effect and ±100 for the full control effect; nearly all actives have a fitted effect of over 45% in size; many of its hits are not listed in these tables
# DRD3 agonist – agonists of human D3 dopamine receptor; P35462; D3R DiscoveRx beta-arrestin cells, luminescence, 90 min; max activation, %; 0.58% of 410,000 active; AID 652048; in the data active = max activation above about 30%; note: 0% is about no effect; mostly tested at two doses, the higher about 12 µM
# Target sequence (P35462 whole entry, looked up): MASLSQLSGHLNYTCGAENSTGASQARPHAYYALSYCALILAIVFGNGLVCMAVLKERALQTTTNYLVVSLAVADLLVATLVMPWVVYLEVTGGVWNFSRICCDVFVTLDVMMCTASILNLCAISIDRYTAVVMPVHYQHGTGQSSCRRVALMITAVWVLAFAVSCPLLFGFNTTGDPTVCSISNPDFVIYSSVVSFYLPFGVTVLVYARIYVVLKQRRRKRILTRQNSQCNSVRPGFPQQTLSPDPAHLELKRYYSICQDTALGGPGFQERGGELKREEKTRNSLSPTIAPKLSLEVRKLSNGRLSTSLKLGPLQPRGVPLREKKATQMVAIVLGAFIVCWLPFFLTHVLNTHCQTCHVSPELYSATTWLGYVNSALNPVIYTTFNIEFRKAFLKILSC
#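 Cells at 1500/well, incubated overnight, then treated with pinned compounds (dopamine as control) for 90 min at 37 degrees C. DiscoveRx reagent added for 30 - 60 minutes at room temperature; luminescence read.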
# D3 antag – antagonists of human D3 dopamine receptor; max response, negative = inhibition, %; D3R cells, DiscoveRx beta-arrestin luminescence, antagonist mode; active compounds read low; AID 652054; 2.5% of 360,000 active; in the data active = max response below about -50%; inconclusive = no clear call, values can overlap the other calls; note: % is set by controls: 0 for no effect and ±100 for the full control effect; mostly tested at two doses, the higher about 12 µM
#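 Cells plated overnight at 1500 cells/well, then exposed to library compounds with dopamine controls for 90 minutes at 37 degrees C. DiscoveRx reagent added for 30–60 minutes at room temperature; luminescence read, quantitative HTS format.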
# EPAC2 agonist – agonists of human EPAC2 (RAPGEF4); AID 720711; 0.079% of 360,000 active; EPAC2 activation, biochemical qHTS; response scale: 100% = 6.5 mM cAMP response; Potency, µM (titrated, usually from 154 µM), for inactives: at the highest dose activation, hits mostly activators; note: potency is the fitted concentration of half-maximal effect; nearly all actives have a fitted effect of over 50% in size
#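 EPAC2 (100 nM) mixed with Rap1B loaded with BODIPY-GDP (250 nM) plus 50 uM unlabeled GDP; compounds pinned in, 5 min RT, then read every 5 min for 30 min (ex 480, em 540 nm). Normalized to cAMP control.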
# TDP43 rescue – TDP-43 toxicity inhibition in yeast. TDP-43 expressing yeast growth rescue, BacTiter-Glo, 24 h. Potency, µM (doses to about 46.1 µM), without a hit: top-dose growth rescue (activation), usual class: activators. 1.8% of 410,000 active; note: potency is the fitted concentration of half-maximal effect; % of control where 0% means no effect; nearly all actives have a fitted effect of over 50% in size
#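 Galactose-induced TDP-43 yeast, OD600=0.02, compound pinned; 24 hr, 30 deg C; BacTiter-Glo luminescence for growth. Inhibitors of TDP-43 toxicity read as activators.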
# aSyn rescue – inhibitors of alpha-synuclein toxicity in yeast | Yeast expressing alpha-synuclein, growth rescue, BacTiter-Glo, 24 h | Potency, µM (titrated, usually from 46.1 µM), inactives show at the highest dose growth rescue (activation), hits mostly activators | 0.14% of 370,000 active | AID 652106; note: potency is the fitted concentration of half-maximal effect; % of control where 0% means no effect; nearly all actives have a fitted effect of over 65% in size
#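 Galactose-induced alpha-syn yeast (OD600=0.02, raffinose-pregrown) + pinned cpd, 24 hr, 30 deg C; growth by BacTiter-Glo luminescence. Growth restoration scores as activation.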
# * = called active by the depositor; u = inconclusive; x = not tested or not shown; [ ] = remark or other dose. Unless noted, calls come from the whole dose curve; as a rule, active = well fitted curve in the direction sought with a large enough effect; inconclusive = small, poorly fitted or top-dose-only effect, or another doubt; inactive = no such curve, though single readings can be large; an effect the other way counts as inactive or inconclusive. This is a subset (hit frequency here may not be typical).
entry	molecule	Abeta rescue	D3 antag	EPAC2 antagonist	DRD3 agonist
1	CC1=C(c2ccccc2)CCC1=O	6%	-23	2%	12
2	CCOc1ccccc1N1CN(C2CCCCC2)CNC1=S	u	14	3%	4
3	COc1ccc(N2CCN(C(=O)CN3C(=O)CSc4c3c(C)nn4-c3ccccc3)CC2)cc1	-9%	x	x	6
4	CCN1Cc2ccccc2-c2ccccc2S1(=O)=O	13%	-11	23%	0
5	C=CCn1c(SCc2cc(=O)n3cc(C)ccc3n2)nnc1-c1cccc(C)c1	3%	16	-5%	19
6	CCC(C)CN1C(=O)CN(S(C)(=O)=O)CC1(C)C(=O)NCc1ccccc1 (stereo not given)	0%	2	-10%	6
7	O=C(NCc1ccc(Cl)c(Cl)c1)c1ccc2c(c1)OCO2	14%	-16	5%	-12
8	CC(=O)N1C(C)(C)CC(=NOS(=O)(=O)c2ccccc2)CC1(C)C	-9%	1	1%	-2
9	O=C(O)c1ccccc1C(=O)c1cccc2ccccc12	12%	0	1%	1
10	COc1ccc(-c2ccc3c(c2)C2CC3CCN2S(=O)(=O)c2ccccc2C)cc1 (stereo not given)	3%	16	3%	-3
11	Cc1cccc(OCC(=O)NCCNC(=O)c2cccnc2)c1	5%	7	-3%	-4
12	COc1cc(CNn2nnnc2N)ccc1OCC(=O)NC(C)(C)C	10%	14	-4%	-1
13	CCCN(CC(=O)Nc1ccccc1C)C(=O)c1cccc(-n2cnnn2)c1	2%	17	1%	6
14	CCNC(=O)C1=C(O)c2sccc2N(C)S1(=O)=O	5%	7	2%	-5
15	N#C/C(=C\c1cn(CCOc2ccccc2)c2ccccc12)C(=O)NCC1CCCO1 (stereo not given)	1%	-6	-5%	-5

entry	aSyn rescue	FUS yeast rescue	EPAC2 agonist	TDP43 rescue
1	0%	-18%	9%	14%
2	0%	12%	3%	3%
3	x	3%	x	8%
4	11%	-20%	1%	44%
5	1%	24%	4%	5%
6	0%	0%	1%	5%
7	9%	25%	12%	-16%
8	-3%	-19%	0%	-1%
9	9%	1%	1%	u
10	-5%	-2%	13%	6%
11	3%	-4%	2%	-3%
12	2%	-2%	4%	23%
13	2%	8%	3%	14%
14	6%	-11%	2%	8.9µM*
15	15%	x	9%	u

# Reprinted from the entries so far, two compounds:
entry	molecule	Abeta rescue	D3 antag	EPAC2 antagonist	DRD3 agonist
5	C=CCn1c(SCc2cc(=O)n3cc(C)ccc3n2)nnc1-c1cccc(C)c1	3%	16	-5%	19
6	CCC(C)CN1C(=O)CN(S(C)(=O)=O)CC1(C)C(=O)NCc1ccccc1 (stereo not given)	0%	2	-10%	6

entry	aSyn rescue	FUS yeast rescue	EPAC2 agonist	TDP43 rescue
5	1%	24%	4%	5%
6	0%	0%	1%	5%

# Record cards, from the list above:
# CC(=O)N1C(C)(C)CC(=NOS(=O)(=O)c2ccccc2)CC1(C)C as listed: Abeta rescue = -9%; D3 antag = 1; EPAC2 antagonist = 1%; DRD3 agonist = -2; aSyn rescue = -3%; FUS yeast rescue = -19%; EPAC2 agonist = 0%; TDP43 rescue = -1%
# COc1ccc(-c2ccc3c(c2)C2CC3CCN2S(=O)(=O)c2ccccc2C)cc1 (stereo not given) as listed: Abeta rescue = 3%; D3 antag = 16; EPAC2 antagonist = 3%; DRD3 agonist = -3; aSyn rescue = -5%; FUS yeast rescue = -2%; EPAC2 agonist = 13%; TDP43 rescue = 6%
# C=CCn1c(SCc2cc(=O)n3cc(C)ccc3n2)nnc1-c1cccc(C)c1 as listed: Abeta rescue = 3%; D3 antag = 16; EPAC2 antagonist = -5%; DRD3 agonist = 19; aSyn rescue = 1%; FUS yeast rescue = 24%; EPAC2 agonist = 4%; TDP43 rescue = 5%

# (further entries)
entry	molecule	Abeta rescue	D3 antag	EPAC2 antagonist	DRD3 agonist
16	COc1ccc(NS(=O)(=O)c2cccc(C(=O)N3CCN(S(=O)(=O)c4ccccc4)CC3)c2)cc1	-13%	5	-6%	-10
17	Cc1ccnc(N2CCC(C(=O)NCc3ccc(F)cc3)CC2)n1	-3%	7	2%	-7
18	CCNS(=O)(=O)c1ccc(CCC(=O)N2CCN(Cc3ccccc3)CC2)cc1	-3%	8	8%	3
19	Cc1ccc(S(=O)(=O)NCC(=O)NCC(=O)N(C)Cc2ccc3ccccc3c2)cc1C	-10%	-7	-10%	18
20	NS(=O)(=O)c1ccc(CNc2nc(-c3cccnc3)nc3ccccc23)cc1	4%	30	1%	3
21	COc1cccc(NC(=O)/C=C/c2ccc(S(=O)(=O)N3CCOCC3)cc2)c1	17%	-4	-6%	6
22	CCn1nc(C(=O)NCCc2ccc(S(N)(=O)=O)cc2)c2ccccc2c1=O	15%	-13	-2%	2
23	CCOc1ccccc1Oc1nc(C)nc2c1oc1ccccc12	-2%	x	x	4
24	Cc1ccc(CNc2oc(-c3ccc(COc4ccc(Cl)cc4)o3)nc2C#N)cc1	-36%	x	x	5
25	O=C(CN1C(=O)CSc2ncccc21)NCCN1CCOCC1	5%	11	0%	4
26	CCn1nc(C(=O)NCc2ccco2)c(Cl)c1Cl	19%	-20	8%	1
27	CCS(=O)(=O)C1=NN2C(=N)/C(=C\c3ccc(SCc4ccco4)o3)C(=O)N=C2S1	11%	6	-22%	6
28	Cc1cccc(C)c1NC(=O)CC(NCCc1ccccc1)C(=O)O (stereo not given)	-3%	-4	3%	-1
29	CCOC(=O)c1nnn2c1nc(N1CCCCC1)c1ccccc12	-16%	14	-24%	-3
30	O=C(COC(=O)CNC(=O)c1ccc(Cl)cc1)Nc1cccc(S(=O)(=O)N2CCCC2)c1	8%	-5	-16%	2

entry	aSyn rescue	FUS yeast rescue	EPAC2 agonist	TDP43 rescue
16	2%	39%	9%	3%
17	7%	-39%	-3%	2%
18	-12%	-6%	9%	16%
19	-2%	48%	18%	3%
20	0%	21%	10%	-10%
21	7%	28%	0%	7%
22	-1%	12%	12%	-10%
23	x	u	x	0%
24	x	17%	x	6%
25	2%	-15%	17%	11%
26	2%	x	1%	u
27	-2%	36%	4%	9%
28	0%	x	3%	-1%
29	3%	6%	-2%	11%
30	3%	39%	9%	19%

# Next results
entry	molecule	Abeta rescue	D3 antag	EPAC2 antagonist	DRD3 agonist
31	Oc1ccc(Cl)cc1CNc1cccc2cccnc12	-81%[inhibitor]	0	56µM*	-3
32	Cc1ccc(Nc2[nH]c(=O)c3ccccc3c2C(=O)c2ccccc2)cc1	-3%	1	4%	-10
33	COc1cc(-c2nc(CN3CCN(c4ncccn4)CC3)c(C)o2)ccc1F	-6%	2	1%	4
34	CC(C)(C)C(=O)COC(=O)c1cccc(NC(=O)c2ccco2)c1	-16%	25	-4%	-3
35	Cc1ccc(NC(=O)c2ccc(Cl)c(S(=O)(=O)N3CCCC3)c2)nc1	0%	5	-6%	10
36	COc1ccc(S(=O)(=O)N2CCCCC2)cc1NC(=S)Nc1cccc(Cl)c1C	11%	u	-4%	0
37	COc1ccccc1C(O)c1ncc(-c2cccc3ccccc23)[nH]1 (stereo not given)	-14%	-57*	-6%	-17
38	O=c1[nH]c2cc(Cl)ccc2n1-c1ccccc1	7%	5	-8%	-4
39	O=C(COC(=O)c1ccc([N+](=O)[O-])o1)NCCCc1ccccc1	-83%[inhibitor]	-51*	-10%	4
40	CCc1ccccc1NC(=O)CN1C(=O)c2ccccc2S1(=O)=O	-10%	3	6%	19
41	O=C(Nc1ccc2c(c1)CCC2)Nc1ccc2c(c1)OCO2	-9%	-14	-2%	-2
42	COC(=O)Cc1[nH]c(=O)[nH]c1C(=O)OC	7%	6	4%	19
43	Cc1ccc(C(=O)NC(=S)Nn2cnnc2)cc1	-4%	-11	17%	-15
44	Cc1cccc(-c2noc(CCC(=O)NCC3CCCO3)n2)c1 (stereo not given)	-6%	25	0%	13
45	COc1ccccc1NC(=O)c1c(NCc2sccc2C)sc2c1CCCCC2	-4%	x	x	-9

entry	aSyn rescue	FUS yeast rescue	EPAC2 agonist	TDP43 rescue
31	-33%[inhibitor]	6%	10%	u
32	-7%	2%	14%	1%
33	4%	18%	1%	9%
34	-4%	18%	0%	18%
35	-1%	5%	7%	u
36	1%	2.8µM*	21%	-6%
37	-12%	5%	11%	-1%
38	17%	-17%	1%	u
39	-23%	-8%	4%	-59%[inhibitor]
40	-3%	-18%	-3%	-18%
41	1%	-21%	6%	3%
42	0%	-2%	-6%	-10%
43	-2%	14%	0%	4%
44	8%	15%	3%	-6%
45	x	40%	x	4%

# The results go on.
entry	molecule	Abeta rescue	D3 antag	EPAC2 antagonist	DRD3 agonist
46	CCC(=O)N1CCC(C)(C(=O)Nc2ccc3c(c2)OCO3)C1 (stereo not given)	-20%	73	2%	-3
47	COc1ccc(S(=O)(=O)n2nc(-c3ccco3)nc2NCc2ccc(N(C)C)cc2)cc1	-2%	x	x	-13
48	COc1ccccc1OCCCn1c(=O)oc2ccccc21	6%[9.22 µM]	10	4%	6
49	CCOC(=O)Cc1csc(NC(=O)C(C)(C)C)n1	10%	4	12%	3
50	CN1CCN(S(=O)(=O)c2ccc(Cl)c3ccccc23)CC1	5%	-16	-20%	-2
51	CN(C(=O)CSc1nc2ccccc2n1CCc1ccccc1)C1CCS(=O)(=O)C1 (stereo not given)	12%	-7	1%	-12
52	CCN(/N=C/c1cccs1)c1cc(=O)n(C)c(=O)[nH]1	11%[9.22 µM]	31	-2%	0
53	Cc1ccc(C(=O)N2CCN(S(=O)(=O)c3sc(C(=O)O)c(C)c3C(=O)O)CC2)s1	-4%	15	9%	-6
54	COc1ccc(-c2cc3c(=O)n(CC(=O)Nc4cc(C)ccc4C)ccn3n2)cc1	-4%	x	x	-10
55	CCOc1ccc(C(=O)CN2CCN(S(=O)(=O)c3ccc(F)cc3)CC2)cc1	-20%	u	-5%	5
56	Cc1ccc2[nH]c3c(c2c1)SC(C)(C)CC3=O	7%	1	15%	2
57	Cc1cccc(Cl)c1NC(=O)N1CCCN(c2ncccc2[N+](=O)[O-])CC1	-6%	-6	0%	7
58	CC(=O)N(CN1C(=O)CCC1=O)c1cccc(Cl)c1	-6%	40	13%	4

entry	aSyn rescue	FUS yeast rescue	EPAC2 agonist	TDP43 rescue
46	-5%	-10%	9%	8%
47	x	32µM*	x	9%
48	12%	-41%	-1%	u
49	-13%	12%	-1%	-21%
50	6%	8%	5%	1%
51	1%	33%	13%	3%
52	-8%	-39%	6%	1%
53	6%	-9%	-2%	-21%
54	x	-17%	x	10%
55	-3%	x	1%	-3%
56	16%	-15%	0%	28%
57	8%	1%	4%	23%
58	-2%	1%	6%	11%

# Compound activity from PubChem BioAssay.
